Bioassay records as filed in PubChem.
KKLEB cytotox: reduces viability of KKLEB cystic fibrosis airway cells; KKLEB CF airway cells viability, ATPlite luminescence, overnight; active compounds read low; cells stimulated with P. aeruginosa culture filtrate; activity change (cytotoxicity), % at 5 µM; 360,000 compounds, 0.36% hits; AID 602141;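 active = corrected activity change at or below -50% at 5 µM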
MITF TRPM1 inh: reduces MITF-dependent TRPM1 promoter luciferase signal; SK-MEL-5 TRPM1 promoter luciferase, 24 h; inhibition, % at 12.5 µM; 330,000 compounds, 0.83% hits; AID 488899;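 active = mean inhibition across replicates of 60% or more, whatever share of single replicates reaches that level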; also: values of inactives mirror those of a sister screen read the other way
NR2E3 ag-1: activates human photoreceptor nuclear receptor NR2E3; Q9Y5X4; GST-NR2E3/biotin-RetCOR TR-FRET, 1536-well; inhibition of corepressor binding, % at 4.78 µM; 320,000 compounds, 0.12% hits; AID 2300;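 active = percent inhibition above the cutoff of mean plus 3 SD of all tested compounds, set per screening campaign, cut at about 20% in these data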;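 also: 0% = DMSO wells and 100% = biotin wells as full block of FRET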
Target sequence (Q9Y5X4 whole entry, looked up): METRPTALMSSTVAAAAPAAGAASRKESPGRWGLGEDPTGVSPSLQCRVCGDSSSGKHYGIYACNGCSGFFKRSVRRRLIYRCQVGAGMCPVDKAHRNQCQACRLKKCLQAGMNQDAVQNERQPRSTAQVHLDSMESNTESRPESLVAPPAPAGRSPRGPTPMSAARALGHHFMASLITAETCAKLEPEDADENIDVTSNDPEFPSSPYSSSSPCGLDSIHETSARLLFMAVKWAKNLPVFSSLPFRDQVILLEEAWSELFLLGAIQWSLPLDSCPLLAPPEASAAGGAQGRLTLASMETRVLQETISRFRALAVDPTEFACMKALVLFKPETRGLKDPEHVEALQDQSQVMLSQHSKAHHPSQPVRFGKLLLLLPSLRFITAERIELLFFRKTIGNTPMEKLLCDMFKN
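Test system – NR2E3–RetCOR corepressor complex · Quantity – NR2E3 fusion 1.35 nM · Buffer or medium – Tris pH 7.5 · Incubation – Compound–protein incubation for 5 h at 4 °C · Technique – TR-FRET, Eu(K)-anti-GST donor, streptavidin-D2 acceptor, ex 340, em 617/671 nm · Evaluation – percent inhibition of 671/617 nm emission ratio versus biotin and DMSO controls · Plate – 1536-well format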
NR2E3 ag-2: human photoreceptor-specific nuclear receptor agonism; Q9Y5X4; 360,000 compounds, 0.35% hits; inhibition of corepressor binding, % at 3.98 µM; AID 602229; CHO-S Gal4-NCOR/VP16-NR2E3 two-hybrid, luciferase;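 active = inhibition above the mean of all tested compounds plus 3 SD, cut at about 70% in these data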;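 also: 0% = DMSO with NR2E3 transfected cells and 100% = cells lacking NR2E3 construct; higher means lower luciferase signal from less NR2E3 corepressor binding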
Peg3 promoter: Peg3 promoter activity inhibition; 360,000 compounds, 1.7% hits; AID 588405; inhibition, % at 20 µM; HeLa PEG-Prom luciferase reporter, luminescence, overnight;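 active = inhibition of at least 50% at 20 µM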
HIF-2a block: HIF-2a inhibition. 360,000 compounds, 0.72% hits. inhibition, % at 18.8 µM. AID 624352. 786-0 RCC cells HIF-2a reporter, luciferase luminescence, overnight;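 active = inhibition of the luminescence signal of 40% or more relative to plate controls, in a single-dose primary screen at 18.75 µM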
CaV13 ICDI inh: Disruptors of the CACNA1D IQ motif to Ca2+-dependent inactivation inhibitor domain association, primary screening, Förster resonance energy transfer in intact living …; HEK cells, CFP/YFP FRET ICDI-IQ, plate reader, 10 min; percent FRET-ratio fall versus neutral wells; inhibition, % at 12.3 µM; 340,000 compounds, 0.098% hits; AID 743397;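 active = mean replicate inhibition of at least 30% and at least 1% of replicates passing that level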;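 also: 0% = median of the neutral control wells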
PDI inh: PDI (human) enzyme inhibition. PDI insulin aggregation turbidity, A650, 90 min. inhibition, % at 10 µM. 350,000 compounds, 0.052% hits. AID 588391;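 active = mean inhibition across replicates of 30% or more, whatever share of single replicates reach that level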;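 also: absorbance from insulin aggregation driven by PDI reduction with DTT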
Target sequence (P07237 whole entry, looked up): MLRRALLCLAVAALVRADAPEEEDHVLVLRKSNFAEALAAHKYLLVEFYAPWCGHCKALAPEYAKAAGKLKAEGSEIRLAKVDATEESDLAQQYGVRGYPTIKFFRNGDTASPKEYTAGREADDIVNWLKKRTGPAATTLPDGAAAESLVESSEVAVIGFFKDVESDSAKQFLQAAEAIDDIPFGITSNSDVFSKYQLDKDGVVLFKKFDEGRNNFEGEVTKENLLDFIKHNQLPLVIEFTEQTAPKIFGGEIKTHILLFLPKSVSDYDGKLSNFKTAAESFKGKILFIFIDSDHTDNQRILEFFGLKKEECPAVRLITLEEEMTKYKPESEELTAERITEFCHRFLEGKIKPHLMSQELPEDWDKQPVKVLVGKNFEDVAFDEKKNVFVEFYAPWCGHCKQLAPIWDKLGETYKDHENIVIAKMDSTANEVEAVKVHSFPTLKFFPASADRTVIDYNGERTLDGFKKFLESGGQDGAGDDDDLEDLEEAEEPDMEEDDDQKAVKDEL
Vif inh: HIV Vif inhibition. inhibition, % at 7.49 µM. AID 602346. 340,000 compounds, 0.35% hits. HEK293T cells, Vif self-association by quenched fluorescence, imaging, 24 h; in the data active = inhibition above about 50%, passing the limit was not always enough; also: some results filed as inactive read as strong as hits
CF NFkB block: blocks PAF-induced NF-kB reporter in cystic fibrosis cells; AID 588850; KKLEB NF-kB-GFP reporter, GFP fluorescence overnight; 360,000 compounds, 0.86% hits; inhibition, % at 5 µM;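 active = at least 50% inhibition at 5 µM, scaled per plate between neutral and stimulator controls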;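 also: PAF is a Pseudomonas aeruginosa culture filtrate used as stimulus; plate controls were PAF-stimulated DMSO wells for no effect and unstimulated DMSO wells for full effect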
Shn3 3UTR inh: reduces Shn3 3'UTR luciferase signal in osteoblasts | Clone20 osteoblast Shn3 3'UTR firefly luciferase, 24 h | inhibition, % at 12.5 µM | 360,000 compounds, 0.52% hits | AID 588674;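 active = mean inhibition of at least 75% with every replicate also reaching 75%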;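 also: 0% = median of neutral control wells and 100% = pilot-screen positive control compound; some compounds past the cut are filed as inactive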
* hit, by the source's call; x = no result given.

molecule | HIF-2a block | NR2E3 ag-1 | Shn3 3UTR inh | PDI inh | Vif inh | KKLEB cytotox | NR2E3 ag-2 | MITF TRPM1 inh | CaV13 ICDI inh | CF NFkB block | Peg3 promoter
CCc1c(C)nc(N2CCN(c3cccc(OC)c3)CC2)[nH]c1=O | 14.2 | 4.0 | 1.3 | 0.8 | -1.3 | 1.0 | -25.2 | 6.3 | -2.9 | 7.6 | 14.3
O=C(NC1CC1)C1CCN(Cc2cnn(-c3ccccc3)c2-n2cccc2)CC1 | 13.6 | 1.2 | -9.8 | 0.7 | -7.6 | -7.5 | -3.1 | 1.3 | -4.3 | -3.9 | 2.9
COc1ccccc1C(=O)NC(CCSC)C(=O)NCC(c1cccs1)N(C)C (stereo unspecified) | -15.8 | -1.9 | -19.6 | -0.9 | -14.9 | 4.2 | -26.5 | 2.8 | -3.8 | 17.5 | -25.6
CCCCn1c(N)c(N(CC(C)C)C(=O)c2ccc3c(c2)NC(=O)C(C)S3)c(=O)[nH]c1=O (stereo unspecified) | 13.6 | -2.1 | -4.0 | -10.5 | -8.7 | 2.4 | 7.2 | 2.8 | -2.3 | -9.4 | -4.4
CNC(=O)N1c2ccccc2CCc2ccccc21 | 10.5 | 2.5 | -4.8 | 6.4 | 18.2 | -14.0 | 4.8 | 7.2 | 0.4 | 1.2 | 20.4
Cc1cc(C)cc(OCc2nc(-c3cccnc3)no2)c1 | -37.1 | 4.0 | 33.8 | -5.7 | -0.2 | 6.5 | -6.0 | -24.9 | 2.2 | -12.7 | -35.1
CN(c1ccccc1C(=O)NCC1CCCO1)S(C)(=O)=O (stereo unspecified) | 12.1 | 0.5 | -0.4 | 4.0 | 7.2 | -3.7 | -13.5 | 2.6 | -4.7 | 6.4 | 8.6
COc1ccc(NC(=O)C2(S(=O)(=O)c3ccc(C)cc3)CC2)cc1 | -2.2 | 4.2 | -10.5 | 5.4 | 4.8 | 4.1 | -5.9 | -3.9 | -3.0 | 7.8 | 4.1
O=C(NC1CCCN(Cc2ccccc2F)C1)c1cccs1 (stereo unspecified) | -6.5 | 3.9 | 16.4 | 3.7 | 0.5 | 3.4 | 1.8 | -14.5 | -15.9 | -17.7 | 7.7
COc1ccc(C(=O)N/N=C/c2ccc(OC)c(COc3ccc(F)cc3)c2)cc1 | -0.1 | -1.7 | -5.1 | 3.5 | -7.1 | 7.4 | -2.3 | -1.2 | x | -23.1 | 22.1
CCCOc1ccc(C(=O)CCN2CCN(C(=O)OCC)CC2)cc1 | 11.7 | x | -11.1 | 1.2 | -1.8 | 5.5 | -15.6 | 5.3 | -7.5 | -6.6 | -5.6
COc1cccc(CNc2cc(C)ccn2)c1O | -121.4 | -0.9 | -25.4 | 5.6 | -2.4 | 3.4 | -44.6 | -28.4 | -6.2 | 8.7 | -140.3
COc1ccc(NC(=O)Cn2nnc(-c3ccccc3NC(=O)c3ccco3)n2)cc1 | -12.3 | -0.6 | 23.7 | -4.5 | 18.5 | -20.2 | -2.1 | 17.8 | x | 3.6 | 29.4
Cc1cc(=O)oc2cc(NC(=O)c3c(Cl)cnn3C)ccc12 | -100.1 | 0.6 | -35.0 | 3.9 | -8.9 | 3.0 | -60.8 | -41.8 | x | -40.9 | -106.9
Cc1cccc(NC(=S)Nc2ccc(N3CCOCC3)cc2)c1C | -32.5 | 0.4 | -5.4 | 26.5 | -3.5 | -1.3 | 6.5 | 7.8 | -5.1 | -24.8 | -25.7
CCOC(=O)c1c(NC(=O)C2CCN(S(=O)(=O)c3cccs3)CC2)sc(C)c1C | 16.3 | 2.1 | 2.0 | -11.4 | -2.0 | -10.8 | -23.2 | 1.4 | -3.9 | 12.1 | 14.3
Cc1cc(/C=N/NC(=O)C(O)(c2ccccc2)c2ccccc2)c(C)n1-c1cccc(C(=O)O)c1 | 2.4 | 0.7 | -3.0 | -2.5 | 5.4 | 8.1 | -42.5 | 6.4 | -8.3 | -7.1 | 17.9
CC1CC(C)CN(S(=O)(=O)c2ccc(C(=O)N3CCOCC3)cc2)C1 (stereo unspecified) | 0.5 | 2.3 | -0.9 | -3.9 | 0.8 | 15.3 | -1.8 | 13.1 | -3.9 | -11.9 | 9.6
Cc1ccc(Nc2ncccc2C(=O)O)cc1C | -163.0 | 0.7 | -21.3 | -5.3 | -6.3 | 7.9 | -40.7 | -6.4 | -4.4 | -13.0 | -158.4
CCOC(=O)C1CCCN(c2c(NCCN(CC)c3ccccc3)c(=O)c2=O)C1 (stereo unspecified) | 15.9 | 0.5 | -2.6 | 12.4 | 2.0 | -12.0 | -23.2 | 8.4 | -7.3 | -10.6 | 18.3
CCN(CC)CCNc1nc2cc(OC)c(OC)cc2c2nc(-c3ccccc3)nn12 | -4.1 | -1.2 | 38.8 | -3.3 | -33.6 | -19.7 | -16.6 | 6.3 | -4.9 | -76.4 | 5.3
CN(Cc1ccccc1)S(=O)(=O)c1ccc(NC(=O)C2CCCCC2C(=O)O)cc1 (stereo unspecified) | 19.1 | x | -13.9 | 2.0 | 1.1 | -15.3 | -2.0 | -4.8 | -15.9 | 15.9 | 10.0
O=c1c2ccccc2c(C=Nc2cccc(S(=O)(=O)NC3=NCCCCC3)c2)c(O)n1Cc1ccccc1 | 20.9 | -0.4 | 4.5 | -4.5 | -2.2 | -25.7 | -18.1 | 2.3 | -21.7 | 18.7 | 23.6
C=CCC[C@H](Cc1ccc(F)cc1)C(=O)OC[C@@H]1CCCN1C(=O)[C@@H](CC=C)CC(=O)NCCO | 15.0 | x | -15.6 | 10.2 | -7.2 | -0.2 | -33.9 | -5.7 | -11.2 | -7.4 | 3.8
COc1cc(C(=O)NCC(c2ccco2)N2CCCC2)ccc1OCc1ccccc1 (stereo unspecified) | 4.2 | 2.5 | -1.9 | 1.5 | -0.8 | -6.6 | 30.4 | -26.4 | -1.1 | 11.8 | 9.3
COc1c(Br)cc([N+](=O)[O-])c(OC)c1C(=O)NC(=O)Nc1c(Cl)cccc1Cl | 12.2 | 2.1 | 12.9 | -1.1 | -1.3 | 16.5 | -18.2 | -0.2 | -21.9 | 8.0 | 13.4
Cc1cccc(NC(=O)C2Cc3ccccc3O/C2=N\O)c1 (stereo unspecified) | -208.8 | x | -39.3 | -0.8 | -7.3 | -5.0 | -50.9 | -22.4 | -1.3 | 5.1 | -126.7
CC(CC(=O)Nc1cccc(S(=O)(=O)N2CCCCC2)c1)c1ccccc1 (stereo unspecified) | 5.6 | 2.2 | 28.9 | -1.8 | -2.3 | -10.2 | 10.2 | 15.8 | -2.2 | -1.7 | 15.0
CN1c2ccccc2C(O)=C(C(=S)Nc2ccccc2)S1(=O)=O | 1.5 | 2.1 | -5.5 | -7.0 | -1.5 | 1.7 | 16.5 | 10.6 | -5.5 | -5.0 | 9.2
Cc1cc(C)c2sc(NC(=O)CN3C(=O)CCC3=O)nc2c1 | -16.1 | -2.1 | 34.1 | -1.9 | -0.8 | -5.7 | -11.0 | -2.2 | -15.7 | 2.6 | 5.2
N=C(N)c1ccc(/C=C/c2ccc(C(=N)N)cc2O)cc1 | 15.9 | -7.3 | -13.6 | -2.0 | -11.1 | 10.2 | -2.0 | -4.5 | -14.2 | -23.5 | 2.0
O=c1ccn([C@@H]2O[C@H](CNCc3cccc4c3sc3ccccc34)[C@@H](O)[C@H]2O)c(=O)[nH]1 | 10.2 | x | 12.7 | x | 3.2 | 10.7 | 1.9 | x | -3.7 | -19.1 | 9.7
CC(=O)Nc1ccc(N(C(=O)CNC(=O)c2ccco2)C(C(=O)NCc2ccco2)c2ccccc2F)cc1 (stereo unspecified) | 9.5 | 0.4 | -9.2 | 9.3 | 31.0 | 5.7 | 2.5 | 8.5 | -5.3 | 16.3 | 5.2
O=S1(=O)CC(N2CCC(Cc3ccccc3)CC2)CN1Cc1ccccc1 (stereo unspecified) | 10.6 | x | 13.8 | x | x | 7.1 | 4.5 | x | -6.6 | -8.1 | -15.6
O=C(c1cc(-c2cccs2)on1)N1CCN(c2ccccc2)CC1 | -142.7 | 1.0 | -0.8 | -21.1 | -1.9 | -1.1 | 16.6 | -4.3 | -7.3 | 9.3 | -25.8
CCOC(=O)c1c(C)oc2cc(Cl)c(O)c(CN(C)C)c12 | 13.7 | 0.3 | -53.4 | 11.1 | -1.9 | -14.5 | -124.9 | -29.9 | -16.4 | 9.1 | 1.9
Cc1cc(C(=O)Nc2sc3c(c2C#N)CCC(C(C)(C)C)C3)no1 (stereo unspecified) | -98.7 | 2.0 | 4.2 | -13.2 | 4.6 | -23.0 | -34.1 | 0.0 | -8.3 | 39.8 | -10.6
CC(C)c1ccccc1NC(=S)NC1CCCCC1 | 14.0 | 2.4 | 1.5 | -2.9 | 4.7 | 1.4 | -17.5 | -13.1 | -1.9 | 16.0 | 17.1
CCC(CC)C(=O)NCc1ccc2c(c1)cc(C)n2C | 15.3 | -3.3 | 7.4 | 13.0 | -12.4 | -0.5 | -27.8 | 1.7 | -5.1 | -5.9 | 1.4
COC(=O)c1cn(-c2ccccc2)c(C)c1C(=O)OC | 4.6 | 0.5 | 16.8 | 1.4 | -0.1 | 6.5 | -21.8 | 2.9 | -4.0 | 5.4 | 8.5
N#CCCN(/N=C/c1cccnc1)C1=NS(=O)(=O)c2ccccc21 | 17.6 | 0.0 | -5.3 | -1.7 | -1.4 | 2.4 | -2.6 | 4.9 | 1.9 | 2.9 | 20.9
Cc1cccc(C(=O)NC2CCN(CC(=O)NCc3cccs3)CC2)c1 | 9.2 | 0.4 | 1.7 | -1.9 | 1.6 | -2.7 | -1.0 | 1.3 | -0.8 | 2.5 | 12.4
CC(C)N(CC(N)=O)C(=O)Cc1coc2cc3c(cc12)CCC3 | 8.5 | -0.9 | 5.9 | -6.2 | 0.9 | 9.0 | 4.8 | -4.8 | -15.8 | -6.5 | -6.6
O=C(Nc1ccccc1N1CCCCC1)c1ccc(Cl)cc1 | -61.7 | -4.0 | 10.5 | -2.0 | 0.6 | -2.0 | -26.8 | -0.5 | -3.4 | 11.5 | -33.9

Whole records from above. Screens in order: HIF-2a block	NR2E3 ag-1	Shn3 3UTR inh	PDI inh	Vif inh	KKLEB cytotox	NR2E3 ag-2	MITF TRPM1 inh	CaV13 ICDI inh	CF NFkB block	Peg3 promoter
Listed for Cc1cccc(C(=O)NC2CCN(CC(=O)NCc3cccs3)CC2)c1 → 9.2	0.4	1.7	-1.9	1.6	-2.7	-1.0	1.3	-0.8	2.5	12.4
Listed for N#CCCN(/N=C/c1cccnc1)C1=NS(=O)(=O)c2ccccc21 → 17.6	0.0	-5.3	-1.7	-1.4	2.4	-2.6	4.9	1.9	2.9	20.9
